# aSyn yeast inh = inhibitors of alpha-synuclein toxicity in yeast | 370,000 compounds, 0.14% hits | Potency, µM (titrated, usually from 46.1 µM), inactives show top-dose growth rescue (activation), actives largely listed as activators | Yeast expressing alpha-synuclein, growth rescue, BacTiter-Glo, 24 h; note: potency is the fitted concentration of half-maximal effect; % of control where 0% means no effect; nearly all actives have a fitted effect of over 65% in size
#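 Screening used galactose-induced yeast with toxic alpha-synuclein levels, exposed to compound for 24 hr at 30 deg C. Cell growth, read with BacTiter-Glo luminescence, gave the measured signal.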
# EPAC1 agonist = EPAC1 (human) agonism; EPAC1 agonist qHTS, biochemical assay; response scale: 100% = response to 6.5 mM cAMP; Potency, µM (highest dose often 154 µM), for the others: top-dose activation, most hits filed as activators; 360,000 compounds, 0.073% hits; AID 720707; note: potency is the fitted concentration of half-maximal effect; nearly all actives have a fitted effect of over 60% in size
#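 Nucleotide exchange assay: 100 nM EPAC1 with 250 nM Rap1B loaded with BODIPY-GDP and 50 uM GDP, room temperature. Fluorescence (480/540 nm) read every 5 min for 30 min; signal change normalized to 6.5 mM cAMP as full agonist.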
# EPAC1 antagonist = blocks human EPAC1 exchange factor; O95398; EPAC1 GEF assay, Rap1b-BODIPY-GDP exchange fluorescence; 360,000 compounds, 0.14% hits; Potency, µM (top dose mostly 115 µM), without a hit: at the highest dose activity change, negative = inhibition, actives largely listed as inhibitors;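 note: potency is the fitted concentration of half-maximal effect; plate controls were vehicle for no effect and positive control for full effect; nearly all actives have a fitted effect of over 50% in size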
# PI5P4Ka inh = inhibitors of human PI5P4K alpha; P48426; PI5P4Kalpha enzyme, ADP-Glo luminescence, 60 min; hits give low values; max response, %; 330,000 compounds, 1.2% hits; AID 652105; active = max response of -50% or lower; inconclusive = between -30% and -50%; inactive = -30% or higher; note: value at the top dose of about 77 µM; % is set by controls: 0 for no effect and ±100 for the full control effect
#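 Controls without substrate or without enzyme flank wells where PI5P4Kalpha converts substrate using 5 microM ATP (final). Incubation lasts 60 minutes at room temperature; ADP formed is read by ADP-Glo luminescence.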
# Abeta yeast res = A-beta toxicity reversal in yeast. Potency, µM (series often up to 46.1 µM), for inactives: top-dose growth rescue, actives largely listed as activators. yeast expressing A-beta42, growth rescue, OD600, 48 h; response scale: 0% DMSO, 100% iron-clioquinol control. 410,000 compounds, 0.063% hits; note: potency is the fitted concentration of half-maximal effect; nearly all actives have a fitted effect of over 55% in size
#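 Growth rescue measured by 600 nm absorbance after 48 h yeast culture at 30 C with compound. Values normalized between DMSO and an equimolar ferric chloride plus clioquinol control.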
# IL2 activator = activators of IL-2 | activation, % (series mostly up to about 46 µM) | IL-2 activation reporter assay, cell-based qHTS; stimulated with anti-CD3/CD4/CD28 beads; in transgenic mouse T cells | AID 652025 | 360,000 compounds, 0.065% hits; in the data active = activation above about 50%; inconclusive = mostly about 30% to 49%; note: 0% is about no effect
#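 EGFP and DsRed fluorescence is measured by plate cytometry in unstimulated transgenic mouse T cells exposed to compound for 60 minutes, then stimulated 18 hours at 37 degrees C with anti-CD3/anti-CD4 beads plus anti-CD28.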
# WRN inhibitor = WRN helicase (human) inhibition; Q14191; 360,000 compounds, 0.46% hits; WRN helicase unwinding, fluorescent forked duplex, kinetic; Potency, µM (titrated, usually from 114 µM), for the others: at the top dose activity change, negative = inhibition, usual class: inhibitors; note: potency is the fitted concentration of half-maximal effect; % is set by controls: 0 for no effect and ±100 for the full control effect; nearly all actives have a fitted effect of over 55% in size
# Target sequence (Q14191 whole entry, looked up): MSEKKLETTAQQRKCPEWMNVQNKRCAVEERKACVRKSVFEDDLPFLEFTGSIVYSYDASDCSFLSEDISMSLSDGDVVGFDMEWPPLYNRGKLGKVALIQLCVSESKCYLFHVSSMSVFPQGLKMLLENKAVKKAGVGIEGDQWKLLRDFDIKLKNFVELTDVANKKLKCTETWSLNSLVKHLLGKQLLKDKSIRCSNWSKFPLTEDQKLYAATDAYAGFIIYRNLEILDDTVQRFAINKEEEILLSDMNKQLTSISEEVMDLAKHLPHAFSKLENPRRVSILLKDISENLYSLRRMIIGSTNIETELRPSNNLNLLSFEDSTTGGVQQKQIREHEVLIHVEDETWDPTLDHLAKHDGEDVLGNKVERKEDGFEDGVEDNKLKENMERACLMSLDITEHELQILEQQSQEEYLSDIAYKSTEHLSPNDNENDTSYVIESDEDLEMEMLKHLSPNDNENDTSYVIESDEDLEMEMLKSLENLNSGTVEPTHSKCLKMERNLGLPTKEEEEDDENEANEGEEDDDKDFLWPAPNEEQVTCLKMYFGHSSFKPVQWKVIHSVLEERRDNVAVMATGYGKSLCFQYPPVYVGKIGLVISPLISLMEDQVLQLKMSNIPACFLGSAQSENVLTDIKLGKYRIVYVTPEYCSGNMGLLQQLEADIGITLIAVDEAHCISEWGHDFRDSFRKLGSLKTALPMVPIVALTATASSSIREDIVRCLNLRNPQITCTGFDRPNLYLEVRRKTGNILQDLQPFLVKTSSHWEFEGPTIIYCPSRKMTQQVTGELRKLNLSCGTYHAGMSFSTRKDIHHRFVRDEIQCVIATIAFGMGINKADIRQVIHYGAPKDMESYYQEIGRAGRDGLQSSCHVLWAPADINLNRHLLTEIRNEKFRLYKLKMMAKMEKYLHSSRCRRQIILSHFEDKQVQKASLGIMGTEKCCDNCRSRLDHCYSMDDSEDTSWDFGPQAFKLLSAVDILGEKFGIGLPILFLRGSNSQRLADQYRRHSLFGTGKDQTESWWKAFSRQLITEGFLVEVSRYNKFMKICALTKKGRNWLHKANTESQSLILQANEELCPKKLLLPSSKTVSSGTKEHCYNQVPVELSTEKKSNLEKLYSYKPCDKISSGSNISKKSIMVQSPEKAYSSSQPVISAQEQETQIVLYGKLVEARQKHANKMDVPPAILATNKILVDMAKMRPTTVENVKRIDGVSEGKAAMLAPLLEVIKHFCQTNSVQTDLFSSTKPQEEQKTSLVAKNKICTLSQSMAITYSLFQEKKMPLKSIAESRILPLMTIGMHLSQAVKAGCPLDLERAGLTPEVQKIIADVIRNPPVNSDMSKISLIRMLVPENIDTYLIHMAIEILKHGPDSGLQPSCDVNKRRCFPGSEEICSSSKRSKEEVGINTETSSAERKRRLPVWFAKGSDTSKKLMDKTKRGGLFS
#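 Fluorescence dequenching readout, ex 525 nm/em 598 nm, kinetic mode: forked duplex DNA (100 nM final) with adjacent fluorophore and quencher unwound by WRN (20 nM final) with 2 mM ATP. Compound preincubation 15 min, room temperature.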
# FUS yeast rescue = suppressors of FUS proteinopathy in yeast. S. cerevisiae FUS-expressing, growth rescue, OD600, 24 h. Potency, µM (series often up to 76.6 µM), for inactives: top-dose growth rescue (activation), usual class: activators. 390,000 compounds, 0.24% hits;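 note: potency is the fitted concentration of half-maximal effect; plate controls were DMSO vehicle for no effect and reference control for full effect; nearly all actives have a fitted effect of over 55% in size; some results filed as inactive show a strong effect at the top dose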
#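 Yeast expressing FUS under galactose induction, OD 0.005 in 2% galactose medium; compounds in a dilution series, 24 h at 30C. Growth rescue by absorbance at 600 nm; CP55940 positive control, DMSO negative.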
# PLK1 PBD block = PLK1 (human) polo-box domain binding inhibition; P53350; Plk1 PBD binding of FITC phosphopeptide, fluorescence polarization; Potency, µM, for inactives: max response, negative = inhibition, most hits filed as inhibitors; 360,000 compounds, 2.8% hits; note: potency is the fitted concentration of half-maximal effect; series mostly up to about 57 µM; % is set by controls: 0 for no effect and ±100 for the full control effect; nearly all actives have a fitted effect of over 65% in size
# Active calls of the source: *; ? = inconclusive; nt = not tested or not shown; & = joins results of further samples; [ ] = remark or other dose. Unless noted, calls come from the whole dose curve; as a rule, active = well fitted curve in the direction sought with a large enough effect; inconclusive = small, poorly fitted or top-dose-only effect, or another doubt; inactive = no such curve, though single readings can be large; an effect the other way counts as inactive or inconclusive. Rows are unselected; 4.1% or so of the library scored in one or more.
SMILES,aSyn yeast inh,EPAC1 agonist,EPAC1 antagonist,PI5P4Ka inh,Abeta yeast res,IL2 activator,WRN inhibitor,FUS yeast rescue,PLK1 PBD block
O=C1C=C(NCc2ccncc2)CC(c2ccccc2)C1 (stereo not given),-2%,-1%,-1%,-5,5%,-0.5,-3%,-5%,-9%
CC(C)OC(=O)c1c(NC(=O)C2CC=CCC2C(=O)O)sc2c1CCCCC2 (stereo not given),12%,-17%,-20%,-9,2%,-2.8,-23%,nt,?
Cc1cc(/C=N/NC(=O)c2ccccn2)c(C)n1-c1cccc([N+](=O)[O-])c1,2%,-2%,3%,-7,-4%,2.0,-25%,28%,-29%
Nc1[nH]c(C(=O)c2ccccc2)c(-c2cccc3ccccc23)c1C(=O)NCc1ccccc1,3%,4%,-4%,-1,0%,2.9,-4%,-8%,3%
C=CCNC(=O)/C(=C\c1ccc(Br)cc1)NC(=O)c1ccccc1OC,1%,10%,7%,-13,-18%,-0.9,-27%[57.1 µM],19%,-8%
CCOc1ncccc1C(=O)Nc1ccc(Cl)cc1,-6%,15%,-11%,0,-29%,0.5,-3%,18%,11µM*
CC1(C(=O)NCc2cccs2)Cc2c(-c3cccc(C(F)(F)F)c3)ccnc2O1 (stereo not given),16%,-10%,-4%,2,1%,0.5,-6%,31%,6%
Cc1cnc(CNC(=O)c2ccc3oc(C(C)C)nc3c2)[nH]1,-1%,6%,3%,7,7%,-2.7,9%,8%,-14%
Cc1ccccc1NS(=O)(=O)c1ccc(OCC(=O)NCc2cccnc2)cc1,2%,-3%,7%,4,8%,-3.4,4%,nt,-2%
O=C(COC(=O)c1cc([N+](=O)[O-])ccc1NCc1ccccc1)NC1CCCCC1,-11%,7%,-15%,-1,-6%,-1.3,6%,-1%,-5%
COc1ccc(NC(C)=[N+](C)CCNS(=O)(=O)c2ccc(Cl)cc2)cc1,-1%,4%,11%,-22,12%,0.2,3%,0%,25%
COc1cccc(CNC(=O)[C@@H]2CCCN2C(=O)[C@@H]2CCCN2S(=O)(=O)c2ccc(OC)c(C)c2)c1,-1%,-17%,1%,-5,4%,-0.1,6%,10%,0%
Cc1cc(C(=O)N2CCCc3ccccc32)no1,10%,-2%,16%,nt,9%,-2.4,11%,-8%,3%
COc1ccccc1CNC(=O)C1CCN(S(=O)(=O)c2ccc3c(c2)CC(C)N3C(=O)C2CC2)CC1 (stereo not given),-1%,5%,-3%,3,3%,-3.1,3%,?,-8%
COC(=O)[C@H](Cc1ccccc1)NC(=O)N1CC(C)OC(C)C1 (stereo not given in full),1%,-6%,9%,-6,-4%,1.1,4%,-18%,3%
OC[C@@H]1CN(Cc2ccc(Cl)cc2)C[C@H](n2cnc3c(N4CCCC4)ncnc32)O1,2%,-3%,-8%,9,-10%,-0.8,-3%,10%,-9%
CCOC(=O)c1cc2c(nc1N)CC(C)(C)OC2,-5%,4%,5%,2,-17%,-0.4,-5%,15%,-1%
Cc1cc(=O)[nH]c(NC(=O)Cc2ccccc2)n1,-18%,-2%,0%,8,2%,-0.8,-7%,-24%,-13%
CC(=O)c1c(C)[nH]c(-c2ccccc2)nc1=S,-16%,4%,4%,-3,6%,5.8,-5%,-21%,?
COc1ccc(Cc2c(-c3ccc(C#N)cc3)nc3c4ccccc4ccn23)c(C)c1,8%,8%,7%,1,-3%,-0.5,1%,10%,2%
CCc1nc(NCc2ccc3c(c2)OCO3)c2oc3ccccc3c2n1,-12%,22%,-13%,0,-14%,5.4,-12%,17%,1%
COc1ccc(OCCNC(=O)C(c2ccccc2)c2ccccc2)cc1,5%,0%,-7%,2,24%,-0.7,4%,-25%,-2%
CSc1nc2ccc(NS(=O)(=O)c3ccc(Cl)s3)cc2s1,-19%,21%,-27%,nt,-40%[inhibitor],0.1,-10%,43%,-16%
CN(C)/C=C/C(=O)Oc1ccc(Cl)cc1Cl,2%,-9%,-7%,-2,-2%,-0.5,-5%,-4%,-13%
CC(OC(=O)c1nc(Cl)ccc1Cl)C(=O)NCc1ccccc1 (stereo not given),5%,1%,-5%,1,-5%,-2.7,9%,-55%,1%

# Single records, as listed above. Screens in order: aSyn yeast inh	EPAC1 agonist	EPAC1 antagonist	PI5P4Ka inh	Abeta yeast res	IL2 activator	WRN inhibitor	FUS yeast rescue	PLK1 PBD block
# `CC(=O)c1c(C)[nH]c(-c2ccccc2)nc1=S` is listed as -16%	4%	4%	-3	6%	5.8	-5%	-21%	?
# `COc1ccc(Cc2c(-c3ccc(C#N)cc3)nc3c4ccccc4ccn23)c(C)c1` is listed as 8%	8%	7%	1	-3%	-0.5	1%	10%	2%
# `Cc1cc(/C=N/NC(=O)c2ccccn2)c(C)n1-c1cccc([N+](=O)[O-])c1` is listed as 2%	-2%	3%	-7	-4%	2.0	-25%	28%	-29%
# `CCc1nc(NCc2ccc3c(c2)OCO3)c2oc3ccccc3c2n1` is listed as -12%	22%	-13%	0	-14%	5.4	-12%	17%	1%
# `O=C(COC(=O)c1cc([N+](=O)[O-])ccc1NCc1ccccc1)NC1CCCCC1` is listed as -11%	7%	-15%	-1	-6%	-1.3	6%	-1%	-5%

# Later entries.
SMILES,aSyn yeast inh,EPAC1 agonist,EPAC1 antagonist,PI5P4Ka inh,Abeta yeast res,IL2 activator,WRN inhibitor,FUS yeast rescue,PLK1 PBD block
Cc1ccc(OC(=O)c2ccc3snnc3c2)cc1,-30%,9%,-15%,nt,-17%,2.2,-16%,-11%,-11%
CCOC(=O)Cc1cc(-c2ccc(O)cc2)nc2ccc3ccccc3c12,-11%,-10%,7%,nt,6%,-3.8,3%,27%,0%
C#CCSc1nc2[nH]ncc2c(=O)[nH]1,0%,-5%,6%,-2,-8%,-0.4,-13%,?,6%
CCN(CC(=O)Nc1ccc(NC(C)=O)cc1)C(=O)COc1ccccc1-c1ccccc1,-3%,7%,-14%,0,0%,-3.9,-18%,nt,2%
COc1ccc2[nH]c(C)c(CCN(Cc3cccs3)C(=S)Nc3ccc(F)cc3)c2c1,16%,14%,-7%,-9,7%,-3.4,-11%,?,-18%
Cc1ccccc1CC1(CO)CCCN(C(=O)c2cc(-c3ccccc3)no2)C1 (stereo not given),15%,5%,-13%,8,7%,-3.6,-2%,?,-6%
COc1ccccc1NC(=O)c1ccc(NC2=NC3CS(=O)(=O)CC3S2)cc1 (stereo not given),-5%,-1%,-12%,-3,-1%,-2.9,-4%,-13%,-8%
CC(C)(C)C(=O)Nc1ccccc1N1CCN(C(=O)c2ccc(Cl)cc2)CC1,0%,9%,6%,-6,-7%,-2.3,-3%,?,-8%
COC(=O)c1cc(Nc2cc(C)c3ccc(O)cc3n2)cc(C(=O)OC)c1,-5%,8%,8%,-11,-6%,3.4,-10%,2%,0%
COc1ccc([C@H]2C[C@H](O)[C@@H](n3cc(COC(=O)c4ccccc4)nn3)CN2CC2CCCCC2)cc1,0%,-12%,-14%,8,5%,-3.0,-9%,?,5%
Cc1ccccc1NC(=S)NC(=O)c1cc(-c2ccccc2)nc2ccccc12,6%,8%,2%,-14,9%,-0.7,-4%,8%,30µM*
O=C(NNC(=O)C1CC(c2cccs2)=NO1)Nc1ccccc1 (stereo not given),2%,3%,3%,7,6%,-2.0,0%,-7%,-3%
Cc1ccc([C@H]2N[C@]3(CCCN(Cc4ccc(Br)cc4)C3=O)[C@H]3C(=O)N(C)C(=O)[C@@H]23)cc1,3%,-20%,-20%,-8,1%,-3.7,0%,9%,-12%
O=C(CN(c1ccc(F)cc1)S(=O)(=O)c1ccc2c(c1)OCCO2)NCc1ccccn1,3%,-5%,9%,-3,-1%,-0.1,3%,-3%,3%
COc1ccc(CCN2C(=O)NC(NS(=O)(=O)c3ccc(NC(C)=O)cc3)(C(F)(F)F)C2=O)cc1OC (stereo not given),-2%,2%,-6%,1,-2%&9%,-0.1,0%,11%&14%,-16%
CCC(C)(C)n1nnnc1CN1CCC(O)(c2cccc(C(F)(F)F)c2)CC1,5%,-15%,1%,4,9%,0.7,10%,5%,2%
CCN1CCN(C(=O)CSCc2nc(-c3ccc(OC)c(OC)c3)oc2C)CC1,-1%,21%,15%,-5,7%,-2.2,1%,-14%,-1%
CNc1c(NS(=O)(=O)c2ccc(Cl)cc2)c(=O)oc2ccccc12,-3%,-4%,-1%,0,5%,-0.4,5%,12%,-5%
CCOCCN1CCN(C(=O)CN2CCCC2=O)CC1,-3%,9%,2%,2,-12%,-2.0,0%,16%,-10%
COc1cccc(/C=N/n2c(COc3ccccc3)n[nH]c2=S)c1OC,-8%,10%,-6%,-4,14%,2.3,-2%,-14%,?
Oc1ccccc1N1CCN(c2ccc3ccccc3n2)CC1,-1%,18%,-21%,-14,-15%,-0.9,-3%,35%,-8%
O=C(c1ccccc1)N1CCc2ccccc21,-1%,-3%,2%,3,-21%,-0.4,9%,11%,-5%
Cc1ccc(N(CC(=O)NCc2ccccc2)C(=O)CCC(=O)Nc2nccs2)cc1,-1%,4%,8%,12,-20%,2.1,-6%,22%,-10%
O=C(Nc1cccc(O)c1)c1cccc(S(=O)(=O)N2CCCCCC2)c1,?,-4%,-19%,1,-7%,-2.4,?,-8%,1%
CCc1nc2ccc(C(=O)NC3CCN(Cc4ccccc4)CC3)cn2c1N(C)Cc1ccc(N(C)C)cc1,2%,2%,-7%,3,-9%,-0.7,-8%,6%,-2%
Cc1cc2nc(SCC(=O)N(C)C)c3c(c2cc1C)CCCC3,-36%[inhibitor],25%,-1%,nt,-18%,-0.1,-9%,16%,-6%
O=C(c1cccs1)N1CCN(c2ccc(Cl)cc2)CC1,9%,-9%,9%,-6,3%,-1.7,15%,-6%,4%
S=C(NCc1ccccc1)N1CCN(C(=S)NCc2ccccc2)CC1,3%,5%,1%,2,2%,0.5,1%,-3%,0%
COc1cc(CCN2C(=O)c3cccc4cccc(c34)C2=O)c(S(=O)(=O)NCCO)cc1OC,-1%,7%,7%,-6,-13%,-3.1,?,1%,-19%
